# Assay outcomes: PubChem, National Center for Advancing Translational Sciences (NCATS)
# Hsp90 Hop PPI – changes Hsp90-Hop TPR2A binding signal, up or down | AlphaScreen TPR2A-His6 binding biotin-Hsp90 C-terminal peptide | Potency, µM (series often up to 57 µM), inactives show at the highest dose activity change, negative = inhibition | 0.44% of 71,000 active; active = well fitted curve in either direction with a large enough effect; inconclusive = small, poorly fitted or top-dose-only effect, or another doubt; note: potency is the fitted concentration of half-maximal effect; % is set by controls: 0 for no effect and ±100 for the full control effect; many of its hits are not listed in these tables
# 15-hLO inh – inhibitors of human 15-lipoxygenase (ALOX15). purified 15hLO-1, xylenol orange hydroperoxide absorbance. Potency, µM (top dose mostly 57.1 µM), inactives show at the highest dose activity change, negative = inhibition, usual class: inhibitors. P16050. 1.4% of 74,000 active; note: potency is the fitted concentration of half-maximal effect; % is set by controls: 0 for no effect and ±100 for the full control effect; nearly all actives have a fitted effect of over 55% in size
# Target sequence (P16050 whole entry, looked up): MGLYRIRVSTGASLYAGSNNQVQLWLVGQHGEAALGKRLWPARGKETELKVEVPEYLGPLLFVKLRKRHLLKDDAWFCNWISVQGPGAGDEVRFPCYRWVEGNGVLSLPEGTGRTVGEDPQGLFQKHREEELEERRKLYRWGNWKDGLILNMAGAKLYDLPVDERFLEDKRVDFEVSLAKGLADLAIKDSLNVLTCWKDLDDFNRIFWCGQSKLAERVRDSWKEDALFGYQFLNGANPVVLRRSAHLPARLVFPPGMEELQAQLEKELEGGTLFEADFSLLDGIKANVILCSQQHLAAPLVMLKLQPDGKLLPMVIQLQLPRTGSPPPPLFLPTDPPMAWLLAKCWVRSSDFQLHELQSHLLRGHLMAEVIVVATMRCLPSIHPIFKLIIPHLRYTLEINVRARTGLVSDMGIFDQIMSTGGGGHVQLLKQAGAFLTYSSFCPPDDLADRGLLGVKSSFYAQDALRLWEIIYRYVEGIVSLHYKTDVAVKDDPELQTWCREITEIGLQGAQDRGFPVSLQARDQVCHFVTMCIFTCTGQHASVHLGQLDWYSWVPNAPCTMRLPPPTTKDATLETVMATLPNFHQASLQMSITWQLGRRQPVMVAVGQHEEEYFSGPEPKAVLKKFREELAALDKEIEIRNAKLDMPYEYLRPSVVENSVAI
#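 Compounds were preincubated 15 min at room temperature with 40 nM purified human enzyme (25 mM Hepes pH 7.5, 0.01% Triton X-100); 50 uM arachidonic acid reacted 6 min. Fe-xylenol orange detection, 30 min, absorbance ratio 573/405 nm.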
# Pol III holo inh – inhibitors of bacterial DNA polymerase III holoenzyme; reconstituted DNA polymerase III holoenzyme replication, biochemical; Potency, µM (highest dose often 57.1 µM), for inactives: at the highest dose activity change, negative = inhibition; 0.25% of 71,000 active; note: potency is the fitted concentration of half-maximal effect; % is set by controls: 0 for no effect and ±100 for the full control effect
#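 Reconstituted *E. coli* holoenzyme (0.35 nM Pol III, 1 nM beta, 154 nM SSB, 2 nM primase) was preincubated with compound for 15 min at RT. Synthesis on 1.4 nM ssM13Gori ran 35 min, then was stopped with PicoGreen/EDTA and read as dsDNA fluorescence.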
# GFP derepression – derepresses silenced GFP locus in mouse C127i cells; Potency, µM (doses to about 46.1 µM), for inactives: top-dose GFP derepression (activation); mouse C127i GFP locus derepression, cytometry, 30 h; 0.09% of 68,000 active; note: % of control where 0% means no effect
#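 Murine C127i mammary cells carrying a silenced, stably integrated CMV-driven GFP reporter were treated with compound for 30 hours at 37 C. After PBS washes, GFP-positive cells were counted by laser-scanning microplate cytometry.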
# CRE Fsk mod – modulators of forskolin-stimulated CRE signaling in CHO cells. 2.5% of 71,000 active. Potency, µM (series often up to 38.2 µM), for inactives: at the highest dose activity change, negative = inhibition, hits mostly activators. CHO CRE-bla reporter (cAMP response element driving beta-lactamase), forskolin EC10, beta-lactamase ratio; active = well fitted activation curve with a large enough effect in the signal ratio, with a control signal flat, not every such curve was filed as active; inconclusive = small, poorly fitted or top-dose-only effect, or effect the other way, or a change in a side signal; the % refers to the signal ratio; note: potency is the fitted concentration of half-maximal effect; % of control where 0% means no effect
#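 Cells were plated overnight at 37 °C, exposed to compound titrations plus EC10 NKH 477 for 3 h, then given CCF4 dye for 2 h at room temperature. Blue/green (460/530 nm) ratio was converted to %Activity and AC50 values calculated.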
# UbGFP stabilizer – ubiquitin-GFP accumulation via proteasome inhibition; Ubiquitin-GFP reporter cells, proteasome inhibition, GFP fluorescence; response scale: untreated = 0%, 10 µM MG-132 = 100%; Potency, µM (titrated, usually from 45.9 µM), for the others: at the highest dose activation (GFP accumulation), hits mostly activators; 67,000 tested, under 10 active; active = well fitted activation curve with a large enough effect, not every such curve was filed as active; inconclusive = small, poorly fitted or top-dose-only effect, or another doubt; inactive = no such curve, though single readings can be large or run the other way; note: potency is the fitted concentration of half-maximal effect
#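 Reporter cells (U2OS, ubiquitin-G76V-GFP fusion) are plated overnight, then treated 4 hr at 37 °C with compound titrations from 46 uM down to 2.9 nM. Activity is scaled against untreated cells and 10 uM MG-132.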
# BRCT inh red – inhibitors of human BRCA1 BRCT-phosphoprotein interaction (red fluorophore) | P38398 | BRCT-phosphopeptide binding, red fluorescence polarization | Potency, µM (doses to about 76.9 µM), for inactives: at the top dose activity change, negative = inhibition, actives largely listed as inhibitors | 0.03% of 75,000 active; note: % is set by controls: 0 for no effect and ±100 for the full control effect
#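 Fluorescence polarization: 100 nM His-tagged BRCA1 BRCT with 100 nM TAMRA-labelled phospho-BACH1 decapeptide, phosphate buffer pH 7.3 with 150 mM NaCl, DTT, 0.01% Tween 20; 12 min RT. Binding inhibition seen as FP decrease.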
# HADH2 inh – HADH2 (human) dehydrogenase inhibition. recombinant HADH2, NADH fluorescence, beta-hydroxybutyryl-CoA. AID 886. Q99714. 3.4% of 73,000 active. Potency, µM (titrated, usually from 57.1 µM), for inactives: at the top dose activity change, negative = inhibition, most hits filed as inhibitors; note: potency is the fitted concentration of half-maximal effect; % is set by controls: 0 for no effect and ±100 for the full control effect; nearly all actives have a fitted effect of over 60% in size; many of its hits are not listed in these tables
# Target sequence (Q99714 whole entry, looked up, one chain of several): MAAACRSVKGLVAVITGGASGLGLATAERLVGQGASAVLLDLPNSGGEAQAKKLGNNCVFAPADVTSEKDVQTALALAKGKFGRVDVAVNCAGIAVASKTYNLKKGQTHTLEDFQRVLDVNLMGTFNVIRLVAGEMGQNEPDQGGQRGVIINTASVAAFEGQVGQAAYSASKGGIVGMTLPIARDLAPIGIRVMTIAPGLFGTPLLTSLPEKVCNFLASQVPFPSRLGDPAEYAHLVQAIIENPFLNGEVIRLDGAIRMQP
#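 NADH fluorescence (ex 360/em 450 nm) read every 30 s for 4 min; activity taken as last-minus-first time point difference. Enzyme 20 nM, NAD+ 1 mM, beta-hydroxybutyryl-CoA 90 uM, pH 9.0 Tris buffer.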
# HBB splice mod – alters splicing of the hemoglobin beta chain. HBB splicing reporter cell assay, activation; EGFP reporter with mutant IVS2-654 intron; response scale: normalised to 500 nM splice-correcting PNA. Potency, µM (highest dose often 46.1 µM), without a hit: at the top dose activation, usual class: activators. 0.06% of 65,000 active. AID 925; note: potency is the fitted concentration of half-maximal effect; 0% is about no effect
#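 Compounds were applied for 2 days to HeLa EGFP-654 cells, 500/well in Optimem with 2% FCS. The reporter's EGFP is disrupted by mis-splicing of beta-globin intron IVS2-654. Readout: summed well GFP fluorescence from 488 nm laser scanning; reference was 500 nM antisense […] 654 PNA.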
# BRCT inh green – inhibitors of human BRCA1 BRCT-phosphoprotein interaction (green fluorophore); AID 875; 0.05% of 75,000 active; P38398; Potency, µM (highest dose often 76.9 µM), for inactives: top-dose activity change, negative = inhibition, most hits filed as inhibitors; BRCA1 BRCT-phosphopeptide binding, green fluorescence polarization;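 note: potency is the fitted concentration of half-maximal effect; plate controls were peptide without protein for full effect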
#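 Fluorescence polarization: His-tagged BRCT (~35 kDa BRCA1 C-terminus, 250 nM) bound to 100 nM fluorescein-labeled phosphorylated 10-aa BACH1 peptide, pH 7.3 phosphate buffer with DTT and Tween 20. Compounds incubated 12 min at room temperature; inhibition read as lowered polarization.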
# USP2a inhib – blocks human ubiquitin-specific protease USP2a; USP2a enzymatic assay, qHTS inhibition; Potency, µM (top dose mostly 38.3 µM), without a hit: at the highest dose activity change, negative = inhibition, hits mostly inhibitors; 0.1% of 60,000 active; AID 927;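 note: potency is the fitted concentration of half-maximal effect; nearly all actives have a fitted effect of over 60% in size; plate controls were DMSO for no effect and NEM full inhibition control for full effect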
#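 Coupled readout: USP2-cleaved Ub-PLA2 (20nM final) turns over NBD C6-HPC (20uM final), Ex 460nm/Em 535nm after 2.5 h, time-zero read flagging artifacts. Enzyme (20nM final, pH 8.0 Tris) given 30 min RT with compound first; NEM defines full inhibition.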
# An asterisk follows results filed as active; ? = inconclusive; / = no result given; [ ] = remark or other dose. Unless noted, calls come from the whole dose curve; as a rule, active = well fitted curve in the direction sought with a large enough effect; inconclusive = small, poorly fitted or top-dose-only effect, or another doubt; inactive = no such curve, though single readings can be large; an effect the other way counts as inactive or inconclusive.
SMILES,Hsp90 Hop PPI,15-hLO inh,Pol III holo inh,GFP derepression,CRE Fsk mod,UbGFP stabilizer,BRCT inh red,HADH2 inh,HBB splice mod,BRCT inh green,USP2a inhib
O=C(COC(=O)c1ccc(S(=O)(=O)NCc2ccco2)cc1)Nc1ccccc1OC(F)F,-4%,-15%,-2%,-2%,9%,-4%,0.3%,-4%,0.1%[57.5 µM],-1.0%,13%
Cc1ccc2cc3cc(C(=O)N4CCN(C(=O)c5ccco5)CC4)sc3nc2c1,-10%,?,-8%,1%,?,12%,-4.0%,-6%,-0.2%,2.3%,46%[activator]
Cc1ccc(S(=O)(=O)NCCSc2nnc(N)s2)cc1,?,1%,4%,10%,-2%,-3%,-1.8%,-3%,6.2%,0.6%,12%
COc1ccc(S(=O)(=O)C(C#N)c2nc3ccccc3nc2N2CCCCC2)cc1 (configuration not stated),-3%,-22%,-2%,-1%,?,-3%,-1.9%,-6%,3.1%[57.5 µM],-3.0%,19%
O=C(c1cnccn1)N1CCC2(CC1)CN(C(c1ccccc1)c1ccccc1)C2,-6%,0%,-7%,0%[9.22 µM],-4%,-9%,0.8%,-4%,2.3%,-4.2%,17%
CC1(C)Oc2ccc(C(=O)NC3CCCC3)cc2N(CC(=O)NC2CCCC2)C1=O,-6%,5%,-4%,2%,-2%,4%,-0.3%,-14%,/,-1.4%,8%
CCOC(=O)C1=C(C)N=C2SC(CC)C(=O)N2C1c1cccc(F)c1 (configuration not stated),-3%,1%,-2%,4%,6%,1%,-1.5%,-4%,-0.2%,-0.4%,-2%
CCCN(Cc1ccccc1)S(=O)(=O)c1ccc(N2C(=O)CCC2=O)cc1,-1%,-3%,3%,0%,-4%,-7%,-2.6%,6%,/,-13%,2%
Cc1c(N=CC=Nc2c(C)n(C)n(-c3ccccc3)c2=O)c(=O)n(-c2ccccc2)n1C,-5%[11 µM],3%[11.4 µM],-1%[11.4 µM],-2%,?,8%[9.17 µM],-1.3%,9%[11.4 µM],0.7%[0.0738 µM],-2.4%,-1%[7.66 µM]
Cn1nc(C(C)(C)C)cc1C(=O)NCc1ccc(N2CCCC2=O)cc1,1%,1%,0%,0%,3%,4%,1.3%,-4%,/,0.6%,7%
Cc1nnc(SC(C)C(=O)Nc2ccc(S(=O)(=O)N3CCCCC3)cc2)s1 (configuration not stated),0%,-2%,-7%,-1%,-4%,2%,-1.9%,16%,/,-2.1%,16%
CCCCC/C=C/C=C/C=O,0%,-4%,-1%,/,-2%,/,1.1%,-1%,1.3%,-1.4%,/
COc1ccc(N2CCN(CCCNS(=O)(=O)c3ccc4c(c3)oc(=O)n4C)CC2)cc1,-10%,-1%,-8%,-3%,-5%,-8%,-1.6%,-1%,-1.6%,-0.5%,/
Nc1ccc2c(c1)C(=O)c1ccccc1C2=O,-9%,-11%,-13%,/,7.9µM*,/,0.4%,5%,-1.3%,-4.9%,/
COc1ccc(OC)c(C(c2nnnn2Cc2ccccc2)N2CCC(C(N)=O)CC2)c1 (configuration not stated),-3%,-3%,-1%,-2%,-6%,1%,-0.3%,19%,2.3%,-0.8%,2%
Cc1ccc(S(=O)(=O)NCc2cccc([N+](=O)[O-])c2)cc1,-7%[11 µM],10%[11.4 µM],-5%[11.4 µM],-3%[9.22 µM],3%[7.6 µM],-6%[9.17 µM],-0.5%[15.4 µM],1%[11.4 µM],0.8%[9.22 µM],-1.4%[15.4 µM],/
Cc1nnc(NC(=O)c2ccco2)s1,-2%,10%,2%,/,-3%,5%,0.2%,-9%,0.4%,-1.5%,/
CC(=O)NC(CCS(C)(=O)=O)C(=O)Nc1ccc(Oc2ccccc2)cc1 (configuration not stated),-2%,-3%,0%,/,0%,6%,1.1%,11%,1.0%,-0.4%,/
O=C(CN1C(=O)CSC1=O)Nc1ccc(C(=O)O)cc1,0%,-1%,-3%,2%,-2%,4%,-1.0%,?,/,-4.7%,-6%
N#Cc1nc(COc2cccc(Cl)c2)oc1NCc1ccncc1,-10%,2%,-3%,-3%,?,4%,0.8%,-11%,-1.5%,0.8%,12%
Cc1ccc(NC(=O)c2ccc(S(=O)(=O)N3CCCC3)cc2)cc1,6%,-5%,1%,3%,-11%,1%,-0.1%,-5%,-0.2%[57.5 µM],-1.0%,6%
C[C@@H]1[C@H]2CC[C@@H]3[C@@H]4CC=C5C[C@@H](N(C)C)CC[C@]5(C)[C@@H]4CC[C@@]32CN1C,2%[26 µM],-10%[25.6 µM],-3%[25.6 µM],-3%[20.6 µM],6%[17.1 µM],-1%[20.5 µM],0.2%[34.4 µM],9%[25.6 µM],-0.8%[20.6 µM],-1.1%[34.4 µM],3%[17.1 µM]
CCc1nnc(SCc2ccc(OC)c(Br)c2)n1N,-3%[11 µM],8%[11.4 µM],-5%[11.4 µM],-2%,?,-6%[9.17 µM],-1.0%,4%[11.4 µM],0.8%[0.0738 µM],-5.1%,5%[7.66 µM]
CCOc1ccc(Nc2oc(-c3ccco3)nc2C#N)cc1,-24%,?,-2%,-3%,?,-10%,-0.5%,?,0.4%,1.1%,3%
COC(=O)[C@@H]1C[C@H]1[C@@H](NC(=O)c1cc(C)nn1C)c1ccccc1,-2%,/,-8%,/,-1%,/,-1.4%,5%,4.2%,-1.1%,/
O=c1c(-c2ccc(F)cc2)nc2cncnc2n1Cc1ccccc1,-13%,-10%,-6%,-2%[9.22 µM],?,7%,-4.2%,-1%,-0.2%,-2.5%,17%
COc1ccc(C(=O)NCCn2cc(SCC(=O)N3CCOCC3)c3ccccc32)cc1,-10%,-4%,-1%,-1%,-9%,-5%,-0.7%,-2%,1.0%,0.2%,16%
COC(=O)CN1C(=O)C(O)(CC(=O)c2ccc(Br)cc2)c2ccccc21 (configuration not stated),-1%,5%,-2%,0%,0%,5%,-1.3%,-2%,0.4%,-1.3%,/
CCc1nnc(NC(=O)CCC(=O)O)s1,2%,-1%,-4%,-2%,2%,9%,0.3%,5%,-0.2%,-2.2%,/
CCn1c(-c2cc(Br)cc(OC)c2O)nc2cc(S(=O)(=O)N(C)C)ccc21,-11%,6%,-4%,1%,-5%,-3%,0.9%,0%,-2.3%,2.8%,29%
O=C(NCCCN1CCN(c2ccccc2)CC1)Nc1ccccc1C(F)(F)F,-5%,-25%,-12%,-1%,-10%,-4%,0.9%,6%,0.0%,-2.9%,16%
Cc1ccc(-c2nc(CS(=O)CC(=O)NCCCN3CC(C)CC(C)C3)c(C)o2)cc1 (configuration not stated),-1%[2.3 µM],-12%,1%,/,-4%,10%,1.0%,6%,-0.1%,-2.2%,/
COc1c(F)c(F)c(-c2csc(N)n2)c(F)c1F,-1%,-27%,-8%,4%,4%,2%,0.2%,?,2.2%,0.1%,7%
COc1ccc2c(c1)CCc1c(-c3noc4c3CCc3cc(OC)ccc3-4)noc1-2,1%[11 µM],3%[11.4 µM],-7%[11.4 µM],3%[9.22 µM],-7%[7.6 µM],-3%[9.17 µM],1.4%[15.4 µM],4%[11.4 µM],0.7%[9.22 µM],-2.4%[15.4 µM],/
COc1ccc(-c2coc3cc(O)cc(O)c3c2=O)cc1,-9%,-27%[25.6 µM],-4%,0%[20.6 µM],?,1%,-1.0%,-12%,/,3.5%,-6%
CCCn1c(NCc2ccc(C)o2)nc2ccccc21,-6%,7%,-2%,-3%,?,-3%,0.3%,0%,-0.4%,-0.7%,1%
CN(C)c1oc(-c2ccco2)nc1C#N,-6%,12%,-13%,0%,21%,3%,-1.1%,25µM*,5.4%[0.369 µM],0.0%,-4%
C=CCn1c(SCC(=O)NCc2ccc3c(c2)OCO3)nnc1C1CCCCC1,-2%,4%,2%,-1%,-6%,-3%,-1.4%,1%,-1.7%,0.8%,5%

# Not all compounds are listed (hit frequency here may not be typical).
